HCV inhibitor: blocks hepatitis C virus. actives 3.4% (n = 340,000). Potency, µM (top dose mostly 41.8 µM), without a hit: at the top dose activity change, negative = inhibition, most hits filed as inhibitors. Huh7.5.1 HCVcc-Cre infection, luciferase reporter, 44 h
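Infectious HCV cell culture screen: compound-treated cells (1,000/well, pre-plated 4 h) are infected with HCVcc-Cre at roughly 0.5 moi and grown 44 h. Infection is quantified by luciferase signal after 15 min substrate incubation at room temperature.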
TbPYK inhibitor: inhibitors of Trypanosoma brucei pyruvate kinase; Q57TT1; TbPYK enzyme, Kinase-Glo Plus ATP luminescence, 45 min; Potency, µM (series often up to 76.8 µM), for the others: top-dose activity, negative = inhibition, actives largely listed as inhibitors; actives 0.12% (n = 410,000); further: nearly all actives have a fitted effect of over 50% in size
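In this concentration-response screen, enzyme-free wells defined baseline while DMSO plates tracked drift. Each reaction combined TbPYK, substrate, compound and 130 uM ADP for 45 min at room temperature. Kinase-Glo Plus luminescence gave the signal.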
Numbers without * were called inactive; & = joins results of further samples; [ ] = dose if it differs, or a comment. The call rests on the fitted dose curve; in most records, active means well fitted curve in the direction sought with a large enough effect; inconclusive means small, poorly fitted or top-dose-only effect, or another doubt; inactive means no such curve, though single readings can be large; an effect the other way counts as inactive or inconclusive. On the % scale 0 is the no-effect control and ±100 the full control effect; potency means the concentration at half of the fitted maximal effect.

How did Nc1ccccc1-c1ccn[nH]1 do in these assays?
HCV inhibitor: 7%; TbPYK inhibitor: 15%

What do the screens show for `NC1=NC(c2ccccc2)CC(=O)N1` (stereo unspecified)?
HCV inhibitor: 2%; TbPYK inhibitor: -3%

What do the screens show for `Cc1ccc(NS(=O)(=O)c2cccc(C(=O)NC3CC3)c2)c(C)c1`?
HCV inhibitor: inconclusive; TbPYK inhibitor: -2%

Results for O=C(Nc1ccc(Cl)c(C(F)(F)F)c1)[C@@H]1CC=C[C@@H]2CCN(C3CC3)C(=O)[C@@H]21 ?
HCV inhibitor: -17%; TbPYK inhibitor: -5%

Results for Cc1ccc(NC(=O)COC(=O)C2=NNC(=O)CC2)c(Br)c1 ?
HCV inhibitor: -30%; TbPYK inhibitor: -2%

Results for COc1ccccc1NS(=O)(=O)c1ccc(C)c(NS(=O)(=O)c2cc(NC(C)=O)ccc2OC)c1 ?
HCV inhibitor: -13%; TbPYK inhibitor: 0%

How did Cc1ccc2nc(NCCCO)[nH]c2c1 do in these assays?
HCV inhibitor: -4%; TbPYK inhibitor: 2%

What do the screens show for `O=C(Cc1c(Cl)cccc1Cl)OCC(=O)N1CCOCC1`?
HCV inhibitor: 15%; TbPYK inhibitor: -10%

How did NC(=O)c1nccc2ccccc12 do in these assays?
HCV inhibitor: 12%; TbPYK inhibitor: 4%

How did Cc1nn(-c2ccccc2)c2c1CC(=O)Nc1ccccc1-2 do in these assays?
HCV inhibitor: -19%; TbPYK inhibitor: -21%

What do the screens show for `Cc1cc(C)n2nc(C(=O)OCC(=O)Nc3ccc(C)c(S(=O)(=O)N4CCOCC4)c3)nc2n1`?
HCV inhibitor: -6%; TbPYK inhibitor: 6%

What do the screens show for `CN1CCN(C(=O)c2ccc3c(c2)N(Cc2cccc(Cl)c2)C(=O)c2ccccc2S3=O)CC1` (stereo unspecified)?
HCV inhibitor: -17%; TbPYK inhibitor: 0%

What do the screens show for `C=CCSc1nnc(NC(=O)CSCc2c(C)noc2C)s1`?
HCV inhibitor: 3%; TbPYK inhibitor: 3%

Results for CCn1c(=S)[nH]c2c(=O)n(C)c(=O)n(C)c21 ?
HCV inhibitor: -8%; TbPYK inhibitor: inconclusive

How did O=C(CSc1nc2ccccc2o1)NC1CCS(=O)(=O)C1 (stereo unspecified) do in these assays?
HCV inhibitor: 7%; TbPYK inhibitor: 1%

What do the screens show for `O=C(c1cccc(Br)c1)N1CCN(c2ccccn2)CC1`?
HCV inhibitor: 9%; TbPYK inhibitor: 1%

Results for CCN(c1ccccc1)S(=O)(=O)c1ccc(Cl)c(NC(=O)CNC(C)c2ccccc2)c1 (stereo unspecified) ?
HCV inhibitor: inconclusive; TbPYK inhibitor: 4%

What do the screens show for `NS(=O)(=O)c1ccc(CCNS(=O)(=O)c2ccc(Cl)s2)cc1`?
HCV inhibitor: -23%; TbPYK inhibitor: 0%

What do the screens show for `COCCOc1ccc(C(F)(F)F)cc1NC(=O)CN1C(=O)NC2(CCCc3ccccc32)C1=O` (stereo unspecified)?
HCV inhibitor: inconclusive; TbPYK inhibitor: 4%

How did CC1=C(O)C(=O)C(C2=C(O)C(=O)C(C)=C(O)C2=O)=C(O)C1=O do in these assays?
HCV inhibitor: -5%; TbPYK inhibitor: 2%

How did C[C@]12CC[C@@H](O)CC1=CCC1C2CC[C@@]2(C)C1C[C@@H](F)[C@H]2O (stereo partly specified) do in these assays?
HCV inhibitor: 2%; TbPYK inhibitor: 0%

What do the screens show for `C=C[C@H]1[C@H](O[C@@H]2O[C@H](CO)[C@@H](O)[C@H](O)[C@H]2O)OC=C2C(=O)OCC[C@]21O`?
HCV inhibitor: 2%; TbPYK inhibitor: -3%

What do the screens show for `CCN(c1ccccc1)S(=O)(=O)c1cc(NC(=O)C2CC2)ccc1Cl`?
HCV inhibitor: -10%; TbPYK inhibitor: 2%

Results for Cc1ccc(C(=O)NC2CC(C)(C)NC(C)(C)C2)cc1S(=O)(=O)N1CCOCC1 ?
HCV inhibitor: -8%; TbPYK inhibitor: -1%

Results for CC1(C)OC2CC3C4CCC5=CC(=O)CCC5(C)C4(F)C(O)CC3(C)C2(C(=O)CO)O1 (stereo unspecified) ?
HCV inhibitor: 4%; TbPYK inhibitor: 30%

Results for COc1cc(Br)cc(/C=N/NC(=O)Cc2ccccc2)c1O ?
HCV inhibitor: 13µM*; TbPYK inhibitor: -8%

How did Cc1ccc2oc3ccccc3c(=O)c2c1 do in these assays?
HCV inhibitor: -24%; TbPYK inhibitor: 11%

What do the screens show for `CCC1(CC)C(=O)NC(=O)N(CCc2ccccn2)C1=O`?
HCV inhibitor: 1%; TbPYK inhibitor: 8%

What do the screens show for `CC(C)(C)OC(=O)C[C@@H]1C/C=C\C[C@@H](CC(=O)N[C@H](CO)Cc2ccccc2)C(=O)NC[C@@H](c2ccccc2)OC1=O`?
HCV inhibitor: 2%; TbPYK inhibitor: 4%

What do the screens show for `CC[C@]12c3[nH]c4ccccc4c3CCN1C(=O)C(CC(=O)NCc1ccco1)C[C@@H]2C(=O)N1CCN(C(=O)c2ccco2)CC1` (stereo partly specified)?
HCV inhibitor: 5%; TbPYK inhibitor: 0%

What do the screens show for `O=C(O)c1cccc2c1C(=O)N(c1ccc3c(c1)Cc1ccccc1-3)C2=O`?
HCV inhibitor: 8%; TbPYK inhibitor: -12%

What do the screens show for `COc1ccc(C=NNc2ccc(S(=O)(=O)Nc3ccccc3C(=O)O)cc2[N+](=O)[O-])c(OC)c1`?
HCV inhibitor: 0%; TbPYK inhibitor: 2%

How did COc1ccc(-c2ccc3c(c2)[C@@H]2C[C@H](N(C)C(=O)C(C)(C)C)[C@H]([C@H](C)O)C(=O)N2CC3)cc1 do in these assays?
HCV inhibitor: 3%[8.37 µM]; TbPYK inhibitor: -1%

Results for CC(=O)N[C@@H](Cc1c[nH]c2ccccc12)C(=O)OCC(=O)Nc1cc(C)on1 ?
HCV inhibitor: 5%; TbPYK inhibitor: 0%

How did Cc1ccc(S(=O)(=O)N2CCN(S(C)(=O)=O)CC2)cc1 do in these assays?
HCV inhibitor: 9%; TbPYK inhibitor: -1%

Results for CC1=CC(=O)Nc2cncnc2N1 ?
HCV inhibitor: 0%; TbPYK inhibitor: 1%

What do the screens show for `O=C1c2cc(CO)cc(O)c2C(=O)c2c(O[C@@H]3OC(CO)[C@@H](O)[C@@H](O)[C@@H]3O)cccc21` (stereo partly specified)?
HCV inhibitor: -12%; TbPYK inhibitor: 0%

Results for Cn1cccc1C(=O)OCC(=O)NC(=O)c1ccc(Cl)cc1 ?
HCV inhibitor: -4%; TbPYK inhibitor: 1%

Results for O=C(NC(=S)Nc1cccc(O)c1)C1CCCCC1 ?
HCV inhibitor: -16%; TbPYK inhibitor: -3%

How did O=C1c2ccccc2C(=O)N1OCCCN1C(=O)c2ccccc2S1(=O)=O do in these assays?
HCV inhibitor: 27%; TbPYK inhibitor: 6%

Results for CC1(c2nnc(-c3ccc(F)cc3)o2)CC(c2cccnc2)=NO1 (stereo unspecified) ?
HCV inhibitor: 20%; TbPYK inhibitor: 2%

How did COc1ccccc1NC(=O)c1ccc(NC(=O)C2CC2C)cc1 (stereo unspecified) do in these assays?
HCV inhibitor: inconclusive; TbPYK inhibitor: 1%

Results for CC(C)(C)OC(=O)NCCCC[C@H](NC(=O)c1[nH]cnc1C(=O)N[C@@H](Cc1ccccc1)C(=O)OCc1ccccc1)C(=O)OC(C)(C)C ?
HCV inhibitor: 26%; TbPYK inhibitor: -2%

Results for CC(OC(=O)c1ccccc1)C(=O)NCc1ccco1 (stereo unspecified) ?
HCV inhibitor: 4%; TbPYK inhibitor: 2%

How did COc1ccccc1-n1c(SCC(=O)N(C)C)nnc1-c1ccco1 do in these assays?
HCV inhibitor: 14%; TbPYK inhibitor: 3%

How did O=C(CSc1nnc(Nc2ccccc2)s1)NC1CCS(=O)(=O)C1 (stereo unspecified) do in these assays?
HCV inhibitor: -16%; TbPYK inhibitor: -2%

Results for O=C(COC(=O)c1cccs1)Nc1cccc(S(=O)(=O)N2CCCCC2)c1 ?
HCV inhibitor: 22%; TbPYK inhibitor: -2%

How did COC(=O)[C@]1(Cc2ccccc2)N[C@H](CN(C)C(=O)c2ccc(F)cc2)[C@@H]2C(=O)N(Cc3ccccc3)C(=O)[C@@H]21 do in these assays?
HCV inhibitor: inconclusive; TbPYK inhibitor: 1%

How did CCC1Nc2ncnc(N3CCCCC3)c2N(Cc2ccc(C)cc2)C1=O (stereo unspecified) do in these assays?
HCV inhibitor: -21%; TbPYK inhibitor: 0%&-6%

Results for COc1ccc2c(c1)OC(=O)CC2c1ccccc1OC (stereo unspecified) ?
HCV inhibitor: inconclusive; TbPYK inhibitor: 7%

How did C[C@@H](OC(=O)c1[nH]cnc1C(=O)N1CCc2ccccc2C1)c1ccccc1 do in these assays?
HCV inhibitor: 5%; TbPYK inhibitor: -2%

What do the screens show for `COc1cc(C[C@@H](C)[C@@H](C)Cc2ccc(O)c(OC)c2)ccc1O`?
HCV inhibitor: -13%; TbPYK inhibitor: 2%

Results for CC1CCCN(C(=O)c2ccc(S(=O)(=O)N3CCC(c4nc5ccccc5s4)CC3)cc2)C1 (stereo unspecified) ?
HCV inhibitor: 10µM*; TbPYK inhibitor: 2%

What do the screens show for `COc1ccc(Cl)cc1C(=O)NNC(=O)CNC(=O)c1ccc(C)s1`?
HCV inhibitor: 2%; TbPYK inhibitor: -6%

Results for CCCCNc1c(-c2ccc(OC)c(SC(C)CC)c2)nc2cnccn12 (stereo unspecified) ?
HCV inhibitor: inconclusive; TbPYK inhibitor: -5%

What do the screens show for `COc1ccc(NS(=O)(=O)c2cccc(C(=O)N3CCN(C(=O)c4ccco4)CC3)c2)cc1`?
HCV inhibitor: -21%; TbPYK inhibitor: -6%

Results for CC(C)N(C(=O)[C@H]1C[C@H](CC(=O)NCc2cccc(C(F)(F)F)c2)C(=O)N2CCc3c([nH]c4cc(CCC(=O)N(C)C)ccc34)[C@]12C)C(C)C ?
HCV inhibitor: -29%[8.37 µM]; TbPYK inhibitor: -2%

How did S=C(Nc1cccc2ccccc12)NN1CCCCCC1 do in these assays?
HCV inhibitor: -22%; TbPYK inhibitor: -3%

What do the screens show for `O=C1COc2ccc(C(=O)COC(=O)c3ccc(F)cc3Cl)cc2N1`?
HCV inhibitor: 0%; TbPYK inhibitor: 3%

What do the screens show for `COC(=O)c1ccc(CNC(=O)COC(=O)/C=C/c2cc(OC)c(OC)c(OC)c2)cc1`?
HCV inhibitor: 1%; TbPYK inhibitor: 5%

Looked up by compound from the entries so far:
What do the screens show for `COc1ccc(NS(=O)(=O)c2cccc(C(=O)N3CCN(C(=O)c4ccco4)CC3)c2)cc1`?
HCV inhibitor: -21%; TbPYK inhibitor: -6%

How did C[C@@H](OC(=O)c1[nH]cnc1C(=O)N1CCc2ccccc2C1)c1ccccc1 do in these assays?
HCV inhibitor: 5%; TbPYK inhibitor: -2%

What do the screens show for `COc1cc(C[C@@H](C)[C@@H](C)Cc2ccc(O)c(OC)c2)ccc1O`?
HCV inhibitor: -13%; TbPYK inhibitor: 2%

Continuation.
Results for CCC1CCC2(CC1)NC(=O)N(CC(=O)NCc1ccccc1Cl)C2=O (stereo unspecified) ?
HCV inhibitor: -15%; TbPYK inhibitor: 2%

How did CN(C)C(CNC(=O)c1cccc(S(=O)(=O)N2CCN(c3ccc(F)cc3)CC2)c1)c1ccccc1 (stereo unspecified) do in these assays?
HCV inhibitor: inconclusive; TbPYK inhibitor: 0%

What do the screens show for `Cc1c(Cl)cccc1NC(=O)CSc1nnnn1C`?
HCV inhibitor: 5%; TbPYK inhibitor: 0%

How did COc1ccc(CNC(=O)[C@@H]2CC=C[C@@H]3CCN(C4CC4)C(=O)[C@@H]32)cc1 do in these assays?
HCV inhibitor: 12%; TbPYK inhibitor: -9%

Results for COc1cc2ccc(=O)oc2c(O)c1O ?
HCV inhibitor: -14%; TbPYK inhibitor: inconclusive

How did CC(C)COc1cccc(C(=O)N(C)CC(=O)Nc2cccc3ccccc23)c1 do in these assays?
HCV inhibitor: -3%; TbPYK inhibitor: -4%

How did Cc1ccccc1-n1c(C)nc2ccsc2c1=O do in these assays?
HCV inhibitor: 21%; TbPYK inhibitor: -10%

What do the screens show for `C[C@H]1CN([C@@H](C)CO)C(=O)c2cccc(NC(=O)c3ccc(-c4nccs4)cc3)c2O[C@@H]1CN(C)C(=O)Nc1cccc2ccccc12`?
HCV inhibitor: -3%; TbPYK inhibitor: -6%

What do the screens show for `Cc1ccc2nc(SCC(=O)N3CCCc4ccccc43)nc(=O)n2c1`?
HCV inhibitor: 7%; TbPYK inhibitor: 5%

Results for NS(=O)(=O)c1ccc(CCNC(=O)c2ccc3nccnc3c2)cc1 ?
HCV inhibitor: 2%; TbPYK inhibitor: -9%

How did O=C(COC(=O)c1ccc(F)c(S(=O)(=O)N2CCOCC2)c1)NCCc1ccc(F)cc1 do in these assays?
HCV inhibitor: 14%; TbPYK inhibitor: -2%

Reprinted from the results shown for reference:
What do the screens show for `Cc1ccc2nc(SCC(=O)N3CCCc4ccccc43)nc(=O)n2c1`?
HCV inhibitor: 7%; TbPYK inhibitor: 5%

Results for NS(=O)(=O)c1ccc(CCNC(=O)c2ccc3nccnc3c2)cc1 ?
HCV inhibitor: 2%; TbPYK inhibitor: -9%

How did O=C(COC(=O)c1ccc(F)c(S(=O)(=O)N2CCOCC2)c1)NCCc1ccc(F)cc1 do in these assays?
HCV inhibitor: 14%; TbPYK inhibitor: -2%

Assay outcomes deposited in PubChem by National Center for Advancing Translational Sciences (NCATS).

Some of the compounds tested; the hit share may differ from the screen's.
